# Assay outcomes as filed in PubChem BioAssay.
# GC-A act = GC-A (human) enzyme activation. activation, % at 10 µM. HEK293 GC-A cells, cGMP TR-FRET, EC30 ANP; 0% at EC30 ANP, 100% saturating ANP. 370,000 compounds, 0.14% hits; in the data active = activation above about 40%
# GC-B act = GC-B (human) receptor activation | HEK293-GC-B cells, CNP EC30, cGMP TR-FRET; 0% at EC30 CNP, 100% saturating CNP | activation, % at 10 µM | 370,000 compounds, 0.11% hits;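 active = activation at 10 µM reaching about 35% in either raw or pattern-adjusted values, limit read from the data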
# HTRA1 inh = HTRA1 (human) protease inhibition | Q92743 | recombinant HTRA1, FP-rhodamine activity-based probe, fluorescence polarization | inhibition, % at 5.96 µM | 340,000 compounds, 0.5% hits | AID 504803; in the data active = inhibition above about 36%;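 also: 0% = enzyme with DMSO and 100% = wells lacking enzyme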
# rCAG binder = molecules binding r(CAG) RNA repeats | 370,000 compounds, 1.3% hits | inhibition, % at 3 µM | r(CAG) RNA repeat, TO-PRO-1 dye displacement fluorescence | AID 651821;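 active = inhibition above the plate cutoff, the mean of all test compounds on that plate plus 3 SD, cut at about 35% in these data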;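 also: 0% = DMSO alone and 100% = 100 µM mitoxantrone as full dye displacement; higher means more dye released from RNA so lower well fluorescence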
# MBD2 DNA inh = MBD2-methylated oligo binding inhibition | inhibition, % at 4.4 µM | TR-FRET, MBD2 binding to methylated oligonucleotide | 370,000 compounds, 0.31% hits | Q9UBB5 | AID 686964; in the data active = inhibition above about 13%
# UHRF1 MBD2 ctr = UHRF1 methyl-DNA binding inhibition | Q96T88 | UHRF1 binding to methylated oligo, TR-FRET | inhibition, % at 4.4 µM | 370,000 compounds, 0.75% hits | AID 687016; in the data active = inhibition above about 21%;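 also: UHRF1 SRA domain binding a hemimethylated CpG hairpin DNA probe; 0% = median of test compound wells and 100% = reference inhibitor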
# PRMT1 FP inh = PRMT1 (human) inhibition, primary screen | recombinant PRMT1, activity-based probe fluorescence polarization | AID 652257 | 370,000 compounds, 1.3% hits | inhibition, % at 2.79 µM | Q99873;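 active = inhibition above about 21% made by adding two undisclosed values, limit read from the data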
# Target sequence (Q99873 whole entry, looked up): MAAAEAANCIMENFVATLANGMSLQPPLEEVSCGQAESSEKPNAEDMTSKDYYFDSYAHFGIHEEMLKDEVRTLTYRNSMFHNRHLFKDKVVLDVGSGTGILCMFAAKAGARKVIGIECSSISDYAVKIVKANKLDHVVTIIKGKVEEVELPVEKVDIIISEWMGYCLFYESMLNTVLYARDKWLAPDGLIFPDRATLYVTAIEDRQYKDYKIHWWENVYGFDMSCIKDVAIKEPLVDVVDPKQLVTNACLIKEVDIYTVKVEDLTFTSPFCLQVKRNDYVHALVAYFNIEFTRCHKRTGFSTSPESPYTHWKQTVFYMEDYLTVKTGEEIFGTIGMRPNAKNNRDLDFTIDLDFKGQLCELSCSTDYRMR
# TCR CD3 inh = human TCR-CD3 binding inhibition; TAMRA-labeled TCR probe fluorescence, biochemical; inhibition, % at 9.4 µM; 360,000 compounds, 0.37% hits; in the data active = inhibition above about 19%;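 also: recombinant mutant TCR 2C K166C tagged with TAMRA read by polarization; 0% = receptor in buffer alone and 100% = receptor with positive control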
# SIAE inh = inhibitors of human sialic acid acetylesterase SIAE. 370,000 compounds, 0.69% hits. AID 1053197. inhibition, % at 9.66 µM. SIAE FP-Rh probe binding, fluorescence polarization;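 active = inhibition above a cutoff: mean of compounds within the control limits plus 3 SD of those, cut at about 17% in these data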;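 also: 0% = plate median of compound wells and 100% = probe without SIAE protein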
# Target sequence (Q9HAT2 whole entry, looked up): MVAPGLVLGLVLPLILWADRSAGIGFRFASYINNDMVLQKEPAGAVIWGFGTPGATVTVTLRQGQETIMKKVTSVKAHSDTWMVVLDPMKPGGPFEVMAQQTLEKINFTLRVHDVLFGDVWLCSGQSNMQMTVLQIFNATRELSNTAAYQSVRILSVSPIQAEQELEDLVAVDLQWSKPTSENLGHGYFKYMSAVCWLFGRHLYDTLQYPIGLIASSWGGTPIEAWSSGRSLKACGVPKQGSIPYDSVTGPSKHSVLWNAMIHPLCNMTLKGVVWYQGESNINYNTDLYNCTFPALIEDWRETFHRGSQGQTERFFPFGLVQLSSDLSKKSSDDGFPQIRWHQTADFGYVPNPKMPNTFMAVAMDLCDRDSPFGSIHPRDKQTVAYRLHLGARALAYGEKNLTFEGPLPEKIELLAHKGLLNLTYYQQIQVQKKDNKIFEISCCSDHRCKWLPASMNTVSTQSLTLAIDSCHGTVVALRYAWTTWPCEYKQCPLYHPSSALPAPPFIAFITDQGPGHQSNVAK
# ABHD4 inh = ABHD4 (mouse) inhibition, primary FP screen; Q8VD66; AID 720543; inhibition, % at 8.92 µM; 370,000 compounds, 0.54% hits; purified mABHD4, FP-Rh probe fluorescence polarization;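 active = inhibition exceeding the mean over every tested compound plus 3 SD, cut at about 30% in these data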;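 also: 0% = plate median of compound wells and 100% = S159A mutant with DMSO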
#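 Test system: mABHD4 protein | Buffer or medium: HEPES pH 7.0 buffer, 150 mM NaCl, 0.01% Pluronic F-127 | Probe or stimulus: FP-Rh fluorescent activity-based probe, added after compound pre-incubation | Timing: Pre-incubation 45 min, probe exposure 60 min, at 25 °C | Technique: Fluorescence polarization, excitation 525 nm, emission 598 nm, BODIPY TMR filters | Repeats: Single well per compound (singlicate)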
# Active calls of the source: *; · = not tested or not shown.
# Sequence of screens: GC-A act	GC-B act	HTRA1 inh	rCAG binder	MBD2 DNA inh	UHRF1 MBD2 ctr	PRMT1 FP inh	TCR CD3 inh	SIAE inh	ABHD4 inh
> Cc1ccc(N2C(=O)CC(Cn3nc(C)cc3C)C2=O)cc1 (stereo not given)
  4	7	-1	-1	-4	0	-3	6	-3	-1
> COc1cc(NC(=O)c2ccc(-c3csc(C)n3)cc2)c(OC)cc1Cl
  -12	-12	-4	0	0	0	-2	2	6	-2
> COc1cccc(CNC(=O)CCC2CCCN(Cc3ccc(OC(F)F)cc3)C2)c1 (stereo not given)
  -12	-5	-2	-9	-4	0	-3	2	6	1
> COc1cc(/C=N/Nc2nc3ccccc3o2)cc(OC)c1O
  6	-8	8	1	-2	-1	11	-8	8	23
> COc1ccccc1NC(=O)N1CCc2c([nH]c3ccccc23)C1C(F)(F)F (stereo not given)
  -4	2	-24	-4	2	1	3	-3	-1	1
> COc1cc(CN2CCC(C(=O)NCC(C)(C)CN(C)C)CC2)ccc1OCc1ccccc1
  1	3	-2	-9	-6	1	1	7	1	17
> Cc1ccccc1C(=O)NC(=S)NCCN1CCOCC1
  6	6	5	0	-7	2	-5	6	1	-1
> N#CCCN(C(=O)COC(=O)C1CCN(c2ccc(C(F)(F)F)cn2)CC1)c1ccc(F)cc1
  -5	-5	-6	-7	-4	1	-2	-4	-1	-7
> Cc1noc(NS(=O)(=O)c2ccc(NC(=O)c3cc4ccccc4o3)cc2)c1C
  -2	4	-6	25	-1	3	7	-4	-7	-2
> CCC(C)(C)C(=O)Nc1nnc(CCc2ccccc2)s1
  0	-3	-13	-10	9	3	3	-4	-6	-7
> COc1ccc(C2=C(C#N)C(=O)OC2)cc1
  0	-3	10	6	2	-2	-1	1	-2	-3
> O=C(Nc1ccccc1)N1C2CCC1CC(O)(c1cccnc1)C2 (stereo not given)
  1	11	-2	1	0	2	-1	-7	0	-4
> O=C(CN1CCN(C(=O)c2ccco2)CC1)Nc1ccc(F)cc1F
  2	-2	-22	-5	5	1	0	4	1	3
> CCn1c2ccccc2c2cc(NC(=O)CSc3nnc(-c4ccc(OC)cc4)n3N)ccc21
  -10	-12	4	8	2	-4	0	5	2	-3
> Cc1ccc(C(=O)c2sc3c(c2N)c(=O)[nH]c(=O)n3CCc2ccccc2)cc1
  10	16	-17	6	3	2	1	-4	-2	-10
> CCOc1ccccc1CNS(=O)(=O)c1ccc2c(c1)oc(=O)n2C
  0	-5	-3	3	3	4	-2	0	3	-2
> CCC(=O)N1CCc2cc(S(=O)(=O)CCC(=O)NCc3cccs3)ccc21
  3	-6	1	-2	3	0	1	-5	7	-6
> CS(=O)(=O)c1ccc(Cl)c(NC(=O)COC(=O)c2cccc(S(=O)(=O)N3CCCCC3)c2)c1
  0	1	0	1	-3	0	2	-5	1	-1
> COC(=O)C1=C(C)N(C)C(=NCc2ccc(OC)cc2)NC1c1ccccc1 (stereo not given)
  -3	4	·	7	-8	-2	-3	-9	12	-5
> Cc1ccc(NC(=O)CC2=NC(=O)C(CC(=O)Nc3ccccc3C)S2)cc1 (stereo not given)
  -7	2	-9	18	0	4	5	6	-8	-1
> Cc1ccc(-c2nnc(Cc3ccc([N+](=O)[O-])cc3)o2)cc1
  -4	-2	-5	4	-3	1	2	7	-4	2
> COc1ccccc1OC(=O)c1ccc2nsnc2c1
  6	0	-6	0	-2	1	3	21*	0	-2
> O=[N+]([O-])c1ccc2nc(-c3ccccc3)cc(-c3ccccc3)c2c1
  -1	-1	2	1	8	4	0	2	-3	-5
> O=c1c2ccccc2nc2n1C(CSc1ccc(Br)cc1)CN2 (stereo not given)
  -5	2	2	8	1	-4	1	-2	1	-5
> CCOc1ccc(NC(=O)C2CCN(S(=O)(=O)c3c(C)n[nH]c3C)CC2)cc1
  1	4	-4	-1	-3	0	0	0	-2	-3
> O=C(O)c1ccc2c(c1)c1c3n2CCNC3CCC1 (stereo not given)
  0	-6	-14	4	-6	-3	10	-2	4	11
> COc1cc(NC(=O)c2ccccn2)cc(OC)c1OC
  1	-2	-13	-1	-2	-3	-1	6	2	3
> Cc1cc(C)cc(-n2ncc3c2CCCC3NC(=O)CN2CCCCC2=O)c1 (stereo not given)
  0	1	-3	-8	-3	1	-1	8	2	-2
> C[C@@H]1ON(C)[C@H]2C[C@H]3c4[nH]c5cccc(-c6ccccc6F)c5c4CCN3C(=O)[C@@H]12
  3	4	·	12	3	1	4	3	-3	5
> Cc1cccc(NC(=O)c2ccccc2C(=O)O)c1
  4	8	-4	-3	3	2	-3	3	3	6
> CC(=O)c1ccc(NC(=O)CSc2nc3nn(-c4ccccc4)c(=O)c-3c3n2CCCCC3)cc1
  0	-2	0	8	-1	0	1	0	1	6
> COc1ccc(S(=O)(=O)N(CC(=O)NCc2ccco2)c2ccccc2)cc1
  1	-2	0	-2	-2	2	2	4	-6	5
> C[C@H]1CN([C@@H](C)CO)C(=O)c2cccc(NC(=O)C3CC3)c2O[C@H]1CN(C)Cc1ccc(-c2ccccc2)cc1
  -3	2	-9	-4	3	6	-3	4	-4	-14
> COc1ccc(CN2CCC(n3nccc3NC(=O)C3CCCC3)CC2)cc1
  0	2	0	-3	1	-2	-1	0	-6	5
> O=C(N/N=C/c1cccc(O)c1)c1ccc(COc2ccccc2Br)cc1
  4	3	-85	12	1	-5	-1	4	-111	-106
> CCOc1ccccc1N(C)C(=O)c1ccc2c(=O)n3c(nc2c1)CCCCC3
  -2	-1	1	-6	-3	0	-1	-3	4	8
> COc1ccc(CCCc2nnc(SCC(=O)NN)o2)cc1
  -1	1	-6	-4	-1	2	0	-1	-1	3
> COc1ccccc1N=C1SCC(=O)N1Cc1ccco1
  3	3	5	3	-5	2	-2	-9	-2	-5
> CCC1CCc2sc(C(=O)Nc3cc(S(=O)(=O)N4CCOCC4)ccc3OC)cc2C1 (stereo not given)
  -1	-2	·	·	3	-1	2	·	-8	-14
> CCN(CC)C(=O)CC[C@H]1CC[C@]2(CCCN(Cc3ccccn3)C2)O1
  0	9	·	-1	2	-2	-1	·	2	0
> COc1cc(F)ccc1-c1csc(C(O)c2ccc(F)cc2)n1 (stereo not given)
  -1	-14	·	1	-1	2	5	-4	-3	-15
> Cc1ccc2c(c1)nc(-n1nc(C)cc1C)c1nnnn12
  -2	-7	-3	2	3	-8	-2	7	1	-3
> CCOC(=O)c1cc(-c2ccc(OC(F)F)cc2)nc2nc(SC)[nH]c(=O)c12
  -4	-3	-3	13	4	1	-1	-2	-7	-14
> COc1cc(=O)n(C)c2ccccc12
  1	0	4	4	2	-3	-2	6	8	-1
> CN(C)c1cccc(C(=O)Nc2cccc(F)c2)c1
  -4	-2	1	3	-2	1	8	-2	-2	4

# Some of the entries so far, with tabs.
SMILES	GC-A act	GC-B act	HTRA1 inh	rCAG binder	MBD2 DNA inh	UHRF1 MBD2 ctr	PRMT1 FP inh	TCR CD3 inh	SIAE inh	ABHD4 inh
COc1ccc(S(=O)(=O)N(CC(=O)NCc2ccco2)c2ccccc2)cc1	1	-2	0	-2	-2	2	2	4	-6	5
C[C@H]1CN([C@@H](C)CO)C(=O)c2cccc(NC(=O)C3CC3)c2O[C@H]1CN(C)Cc1ccc(-c2ccccc2)cc1	-3	2	-9	-4	3	6	-3	4	-4	-14

# The results go on.
# Sequence of screens: GC-A act	GC-B act	HTRA1 inh	rCAG binder	MBD2 DNA inh	UHRF1 MBD2 ctr	PRMT1 FP inh	TCR CD3 inh	SIAE inh	ABHD4 inh
> CCN1/C(=C/c2cc[n+](C)cc2)C=Cc2cc(C)ccc21
  -15	-11	2	-1	-5	-2	3	-10	1	3
> Oc1ccc(/C=N/NC(=S)N2CCOCC2)cc1
  ·	·	-4	4	-4	0	8	-6	3	10
> O=[N+]([O-])c1ccc(S(=O)(=O)NCC2CCCO2)cc1 (stereo not given)
  -1	-3	-1	3	-1	0	0	-4	1	5
> O=C(O)c1ccc(-n2cccc2/C=C2/NC(=O)N(c3ccccc3)C2=O)cc1
  -10	-1	1	33	37*	77*	13	24*	2	4
> CNc1oc(-c2ccccc2)nc1C#N
  -4	-2	-2	0	-1	-2	1	6	2	1
> COc1ccc(N2CCN(CC(O)COc3cc(C)ccc3C)CC2)cc1 (stereo not given)
  4	3	4	-2	4	0	3	4	6	5
> O=C(NCC1CCCO1)c1ccc(CS(=O)(=O)c2c(Cl)cccc2Cl)o1 (stereo not given)
  -1	5	-3	0	-2	0	-4	2	5	4
> COc1cccc(OCCn2cc(C(=O)c3ccco3)c3ccccc32)c1
  1	-5	-53	4	-3	-2	-2	1	-16	-22
> COc1ccc(C(=O)O)cc1NC(=S)NC(=O)c1ccc(-c2ccc(Cl)cc2)o1
  7	4	-13	40*	-3	-2	16	7	-8	-17
> CCCCNC(=O)c1cc2cc(CC)ccc2[nH]1
  5	1	-14	4	3	8	1	-1	-2	-5
> CCOc1ccc(CN2CCN(Cc3cccn3-c3nccs3)CC2CCO)cc1 (stereo not given)
  -1	4	7	-9	3	-1	-2	0	1	-2
> CCOC(=O)N1CCN(C(=O)C[C@@H]2C[C@@]3(C(=O)OCC)CCC=C3N(CCC3=CCCCC3)C2=O)CC1
  4	3	·	3	-7	-1	-1	8	1	1
> Cc1cc(NC(=O)CSc2nnc(-c3ccccc3)n2C)no1
  2	-1	-2	5	2	2	0	1	-6	-1
> CCC(=O)NC(c1cccc([N+](=O)[O-])c1)c1c(OC(C)=O)ccc2ccccc12 (stereo not given)
  2	-11	6	2	3	0	-2	-1	-9	-6
> CC(=O)c1nc(N2C(=O)CC(Cc3cc(C)cc(C)c3)C2=O)sc1C (stereo not given)
  -3	-4	-7	4	-5	-6	-3	-5	6	9
> C=CCNc1cc(C)oc(=O)c1C(=O)CC
  0	-2	4	-2	-3	0	-2	-8	4	-1
> Cc1ccccc1C(=O)Nc1ccnn1C1CCN(C(=O)c2ccoc2)CC1
  3	-7	-4	-1	1	-1	-1	-1	2	-5
> F[B-](F)(F)c1cncc2ccccc12
  4	2	8	1	-5	-2	0	5	-7	2
> C(=N\Nc1ccc2ccccc2n1)/c1ccc2c(c1)OCCO2
  5	4	16	-1	0	2	-10	-1	10	-8
> COc1ccc(NC(=O)c2sc(=O)n(Cc3ccc(S(=O)(=O)N(C)C)cc3)c2C)cc1
  -3	-6	·	2	-4	-1	-4	-2	-4	1
> CCCN(C(=O)c1ccccc1N)c1c(C)n(C)n(-c2ccccc2)c1=O
  3	2	5	-1	5	2	1	-7	-8	1
> CC1CC(C)(C)CC2(C1)NC(=O)N(CC(=O)N1CCN(S(=O)(=O)c3cccc(Cl)c3Cl)CC1)C2=O (stereo not given)
  -4	-1	-3	-2	-4	-2	2	1	1	0
> O=C(Cc1ccc(Cl)cc1)NCCS(=O)(=O)N1CCN(c2ccccc2F)CC1
  -4	4	-1	-15	0	-2	0	-4	-2	-5
> COc1cccc(N2C(=O)C(Cc3c[nH]c4ccccc34)NC2=S)c1 (stereo not given)
  0	4	1	5	7	5	4	-7	0	-4
> CCCCn1nnnc1C(c1ccccc1)N1CCN(CCN2CCOCC2)CC1 (stereo not given)
  3	-7	·	-1	0	-1	-3	-1	5	-3

# Quoted from the listing:
# `CCCN(C(=O)c1ccccc1N)c1c(C)n(C)n(-c2ccccc2)c1=O` @ SIAE inh = -8
# `C(=N\Nc1ccc2ccccc2n1)/c1ccc2c(c1)OCCO2` @ rCAG binder = -1
# `Cc1ccccc1C(=O)Nc1ccnn1C1CCN(C(=O)c2ccoc2)CC1` @ HTRA1 inh = -4
# `CCCCn1nnnc1C(c1ccccc1)N1CCN(CCN2CCOCC2)CC1` (stereo not given) @ ABHD4 inh = -3

# This is a subset; count on the stated rates, not on these rows.
